# Screens as filed in PubChem.
# COUP-TFII inh: inhibitors of human COUP-TFII (NR2F2). P24468. HEK293T NGFI-A luciferase reporter, luminescence. inhibition, % at 8.6 µM. 370,000 tested, 0.7% active. AID 686940;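 active = inhibition above a per-plate cutoff, mean inhibition of test wells between control levels plus 3 SD, cut at about 38% in these data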;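 note: cells cotransfected with COUP-TFII expression vector driving the NGFI-A reporter; 0% = median of COUP-TF2 test wells and 100% = reporter-only cells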
# MC4R ag barr: human MC4R agonism via beta-arrestin | activation, % at 8.9 µM | P32245 | 360,000 tested, 0.98% active | U2OS MC4R beta-arrestin complementation, luminescence; percent of melanotan II response, DMSO zero;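 active = activation above a per-plate cutoff, the mean activation of sample wells on that plate plus 3 SD, cut at about 8% in these data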
# NOD2 RIPK2 PPI: inhibitors of human NOD2-RIPK2 interaction; 360,000 tested, 0.38% active; CHO BLA complementation NOD2-RIPK2, CCF4 ratio; inhibition, % at 4.98 µM; AID 624267; O43353; in the data active = inhibition above about 21%;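 note: 0% = vehicle only and 100% = reference blocker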
# MC4R antagonist: human MC4R antagonism in cAMP assay | P32245 | MC4R-expressing cells, MTII-stimulated cAMP, LANCE TR-FRET | inhibition, % at 6.5 µM | 360,000 tested, 0.48% active | AID 540295;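 active = inhibition above its plate's cutoff, the mean of tested wells on that plate plus 3 SD, cut at about 29% in these data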;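 note: 0% = Melanotan II alone and 100% = Melanotan II plus saturating MCL0020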
#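 Material: U2OS-MC4R stable cell line | Reagent: Melanotan II challenge after compound preincubation | Doses: One concentration, 6.5 µM nominal | Incubation: 30-min compound preincubation, 1-h Melanotan II challenge, 1-h detection, room temperature | Signal: TR-FRET cAMP assay | Replicates: One well per compound, no replicates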
# TLR9-MyD88 block: inhibitors of human TLR9-MyD88 binding | Q9NR96+Q99836 | CHO BLA complementation TLR9-MyD88, CCF4 FRET ratio | inhibition, % at 4.98 µM | 340,000 tested, 0.21% active | AID 504734;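 active = inhibition above the mean over all tested compounds plus 3 SD, cut at about 21% in these data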;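 note: 0% = DMSO only wells and 100% = clavulanate BLA inhibitor control wells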
# SRC1 inh: inhibits human SRC1 coactivator; AID 588354; 360,000 tested, 0.12% active; inhibition, % at 3.6 µM; Q15788; HEK293 GAL4-SRC1 luciferase reporter, luminescence;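 active = inhibition above the campaign mean plus 3 SD, with each screening campaign given its own cutoff, cut at about 60% in these data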;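 note: 0% = DMSO treated cells and 100% = gossypol at 36 µM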
# LMP1 NFkB inh: Epstein-Barr LMP1 NF-kappaB reporter inhibition; LMP1-induced NF-kappaB luciferase reporter cells, luminescence; inhibition, % at 12.5 µM; 350,000 tested, 0.69% active; in the data active = inhibition above about 41%;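 note: 0% = neutral control wells and 100% = reference inhibitor control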
# ABHD5 PLIN5 PPI: ABHD5-PLIN5 protein interaction inhibition; Q00G26+Q8WTS1; Split G. princeps luciferase complementation, luminescence, 4 h; inhibition, % at 4 µM; 360,000 tested, 0.78% active;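 active = inhibition above the mean inhibition across every tested compound plus 3 SD, cut at about 22% in these data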;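 note: 0% = DMSO only wells and the 100% control is not disclosed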
# Target sequence (Q00G26 whole entry, looked up): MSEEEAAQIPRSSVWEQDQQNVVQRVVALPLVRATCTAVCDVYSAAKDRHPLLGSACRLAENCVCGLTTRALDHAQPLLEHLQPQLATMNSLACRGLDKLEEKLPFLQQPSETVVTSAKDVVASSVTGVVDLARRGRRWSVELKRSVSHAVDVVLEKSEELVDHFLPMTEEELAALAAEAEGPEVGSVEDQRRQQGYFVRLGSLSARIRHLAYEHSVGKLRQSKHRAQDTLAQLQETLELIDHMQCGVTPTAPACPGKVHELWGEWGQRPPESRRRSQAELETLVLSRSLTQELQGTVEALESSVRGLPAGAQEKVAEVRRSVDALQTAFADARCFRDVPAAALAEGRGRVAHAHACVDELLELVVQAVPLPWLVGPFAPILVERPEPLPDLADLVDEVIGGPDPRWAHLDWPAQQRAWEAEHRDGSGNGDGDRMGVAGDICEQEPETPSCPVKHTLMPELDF
# Target sequence (Q8WTS1 whole entry, looked up): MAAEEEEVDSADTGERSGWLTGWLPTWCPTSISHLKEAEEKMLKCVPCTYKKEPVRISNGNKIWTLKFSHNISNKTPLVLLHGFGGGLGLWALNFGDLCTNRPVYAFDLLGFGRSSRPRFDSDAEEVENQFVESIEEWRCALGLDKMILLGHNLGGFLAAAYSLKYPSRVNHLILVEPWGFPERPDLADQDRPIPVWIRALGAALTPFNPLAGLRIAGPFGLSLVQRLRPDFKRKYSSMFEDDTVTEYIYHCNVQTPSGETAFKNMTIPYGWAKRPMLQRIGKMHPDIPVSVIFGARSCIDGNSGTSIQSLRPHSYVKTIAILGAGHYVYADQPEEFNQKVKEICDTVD
# NCOA2 inhibitor: inhibits human steroid receptor coactivator 2; 370,000 tested, 0.17% active; Q15596; AID 651957; HEK293 GAL4-SRC2 luciferase reporter, luminescence; inhibition, % at 9 µM;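 active = inhibition above the mean inhibition of all tested compounds plus 3 SD, set per campaign, cut at about 52% in these data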;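 note: 0% = DMSO treated cells and 100% = cells given Gossypol at 36 µM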
# NCOA3 inh: human NCOA3 inhibition | Q9Y6Q9 | HEK293 GAL4-SRC3 luciferase reporter, luminescence | inhibition, % at 3.6 µM | 360,000 tested, 0.17% active;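 active = inhibition above a per-campaign cutoff, the mean of all compounds plus 3 SD, cut at about 60% in these data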;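 note: 0% = DMSO-treated cells and 100% = gossypol-treated cells at 36 µM; higher means less SRC3-driven luciferase light from the GAL4 reporter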
# LRH-1 inv ag: inverse agonists of human LRH-1 (NR5A2). O00482. HEK293T StAR-luciferase reporter, LRH-1 transfected, 24 h. inhibition, % at 3.6 µM. 360,000 tested, 0.13% active. AID 602396;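 active = inhibition above the mean inhibition of all tested compounds plus 3 SD, cut at about 73% in these data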;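 note: 0% = DMSO wells and 100% = reporter-only cells lacking LRH-1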
# The depositor's hits bear a star; nt = no result given. An excerpt, so the mix of outcomes need not match the whole.
compound,COUP-TFII inh,MC4R ag barr,NOD2 RIPK2 PPI,MC4R antagonist,TLR9-MyD88 block,SRC1 inh,LMP1 NFkB inh,ABHD5 PLIN5 PPI,NCOA2 inhibitor,NCOA3 inh,LRH-1 inv ag
O=C(OCCCCN1C(=O)c2ccccc2C1=O)c1n[nH]c2ccccc12,13,1.0,-1,-5,-5,-5,18,2,-27,3,16
Cn1c(CO)cnc1SCC(=O)c1ccc(Cl)cc1,-26,-2.0,-5,13,-6,2,20,-4,5,8,-9
CC(C)OC(=O)Nc1ccc2c(c1)N(C(=O)CCN1CCOCC1)c1ccccc1CC2,-4,-0.4,-1,16,-6,10,-3,-1,5,14,4
N#C/C(=C(/O)COC(=O)COc1ccc(Cl)cc1)c1nc2ccccc2[nH]1,3,15*,-11,6,3,-17,-12,1,5,-9,7
N#CCC(=O)Nc1ccc(C(=O)OCC(=O)c2ccc3c(c2)OCO3)cc1,-10,1.7,-3,-4,2,-52,-20,7,-32,-19,-26
Cc1nc2cc(Cl)ccc2c(=O)n1Cc1ccncc1,-32,-0.8,-3,9,-5,-10,1,9,-1,1,20
O=C(O)Cc1ccc(-c2ccccc2)cc1,4,0.4,4,7,6,-2,3,-4,2,2,-15
O=C(COc1ccccc1Cl)NCCNC(=O)c1ccccn1,-7,-1.4,3,2,4,-4,6,3,-3,-1,3
COc1ccc(NS(=O)(=O)c2cc3c(cc2C)NC(=O)CO3)c(OC)c1,6,-1.5,-9,5,-5,6,-5,9,-4,7,0
Cc1cc(C(=O)CN2C(=O)NC3(CCCc4sccc43)C2=O)c(C)n1-c1ccccc1 (configuration not stated),-41,-1.2,7,7,5,-1,-7,1,-20,-24,5
C[C@]12c3[nH]c4cc(-c5ccco5)ccc4c3CCN1C(=O)[C@@H](CC(=O)NCC13CC4CC(CC(C4)C1)C3)C[C@@H]2C(=O)N1CCCCC1,25,-1.4,8,15,1,5,21,3,-6,21,0
CCc1nc2ccc(C(=O)NCCN3CCOCC3)cn2c1N(C)Cc1ccc(OC)cc1,7,-0.1,-10,1,nt,2,nt,2,2,-2,16
Nn1c(COc2ccccc2F)nnc1SCC(=O)NC1CCS(=O)(=O)C1 (configuration not stated),-8,-3.4,-3,10,-9,-10,1,2,-18,7,-5
Cc1ccccc1S(=O)(=O)Cc1ccc(C(=O)NCCN(Cc2ccccc2)C(C)C)o1,21,-2.0,13,19,-6,12,-1,1,-14,3,10
O=C(OC(C(=O)NCc1ccco1)C(OC(=O)c1ccccc1)C(=O)NCc1ccco1)c1ccccc1 (configuration not stated),8,1.3,5,-6,-11,4,4,9,-1,20,9
COc1ccc(NC(=S)NC(NC(=O)c2cccc3ccccc23)C(Cl)(Cl)Cl)c([N+](=O)[O-])c1 (configuration not stated),-4,-4.8,0,0,-3,-10,4,-3,11,-3,-9
CCCCNC(=S)NNC(=O)c1csc(C)c1CC,5,-1.1,-7,5,-1,2,8,-1,-14,17,10
NNC(=O)c1oc2nc(-c3ccccc3)cc(-c3ccco3)c2c1N,-4,2.4,-4,12,nt,0,nt,-23,4,2,-11
Cc1occc1C(=O)N1CCCC(N2CCN(c3cccc(Cl)c3)CC2)C1 (configuration not stated),9,-1.7,-11,0,-9,14,2,-1,11,1,22
c1ccc(N2CCCCC2)c(Nc2nc3ccccc3n3cnnc23)c1,-3,-2.3,-8,-17,-1,-11,5,-7,-7,8,5
O=C(CCNC(=O)c1ccco1)Nc1ccc(OC(F)F)c(Cl)c1,-12,0.3,0,16,4,-6,4,5,-12,-13,-3
CCOC(=O)c1ccc(NC(=O)c2nc[nH]c2C(=O)NC)cc1,2,-1.2,-16,0,-3,-9,3,-3,-21,-2,11
C[C@H](CO)N1C[C@H](C)[C@@H](CN(C)Cc2ccncc2)Oc2c(NS(=O)(=O)c3ccccc3)cccc2C1=O,14,3.7,1,7,0,-17,-3,3,-9,-8,-5
CC(C)(C)CN1CCN(Cc2c[nH]c3ccccc23)CC1CCO (configuration not stated),-9,0.1,-3,5,-10,-6,-10,3,-31,11,0
COc1cc(-n2c(=O)c3ccccc3n(CC(=O)OCc3ccccc3)c2=O)cc(OC)c1OC,-11,-1.0,-7,11,-4,-5,-3,0,-19,-2,-3
Cc1cccnc1NC(=O)c1c(O)c2cccc3c2n(c1=O)CCC3,5,2.4,-8,3,-11,14,3,7,-5,28,-3
O=C(CNC(=O)c1cccc(F)c1)OCC(=O)N1CCN(C(=O)c2ccco2)CC1,-6,-3.3,-9,4,-8,14,-5,2,-31,14,14
COC(=O)c1ccc(COc2ccc(/C=N/NC(N)=S)cc2)o1,10,-1.0,-7,3,nt,8,nt,-4,11,12,44
CCOC(=O)C1CCCN(S(=O)(=O)c2c(C(=O)N3CCCCC3)c(C)n(C)c2C)C1 (configuration not stated),-6,-2.0,-5,4,-1,-2,4,5,-4,-7,9
C=Cn1cc[n+](CC(=O)c2ccc(Br)cc2)c1,-1,0.1,16,3,-3,4,-1,5,11,-15,9
CC(=O)c1ccc(OCCCC(=O)N2CCN(S(=O)(=O)c3ccc(C)cc3C)CC2)cc1,17,1.1,5,2,3,-20,4,-13,34,-6,20
COc1ccc(OC)c(NC(=O)Nc2ccc(O)c3ccccc23)c1,5,-2.9,-5,0,-7,3,1,4,1,16,33
COc1ccc(OC)c(NC(=O)C(CC(C)C)NC(=O)C2CCCCC2)c1 (configuration not stated),-1,-1.8,-2,4,-5,6,1,3,6,8,7
N=c1c2c(ncn1CCCO)Oc1cc(O)ccc1C2c1ccccc1 (configuration not stated),7,-1.1,-11,-2,-5,-24,4,3,-23,-8,14
O=C(NCCN1CCOCC1)c1cc(-c2cccs2)on1,29,-1.1,-11,3,1,-123,9,0,-70,-36,13
O=C(CCC(=O)N1CCOc2ccccc21)NCc1ccccn1,-6,-0.8,1,4,5,0,-42,5,-11,11,20
O=C(Cn1c(C(F)(F)F)nc2ccccc21)N=Nc1c(O)[nH]c2ccc(Br)cc12,21,2.3,-1,20,3,-14,-13,-6,-26,13,21
CC(C)N(C(=O)[C@H]1C[C@H](CC(=O)NC(C)(C)C)C(=O)N2CCc3c([nH]c4cc(CCC(=O)N(C)C)ccc34)[C@]12C)C(C)C,-11,-0.1,-3,0,-2,7,-8,-1,-4,-12,0
C[C@@]12C(=O)N(CC3CCCO3)CC(=O)N1[C@H]1c3cc(Cl)ccc3OC[C@@H]1[C@@H]2c1ccccc1 (some centres not stated),-9,1.3,-6,17,-9,-1,25,6,-18,-13,-14
Cc1ccc(CNc2ncnc3c2cnn3C2CCCCO2)cc1 (configuration not stated),-8,-0.3,-3,-2,4,4,5,2,-21,7,5
COc1ccc(NC(=O)C2CCCCN2S(=O)(=O)c2ccccc2)cc1S(=O)(=O)N1CCOCC1 (configuration not stated),22,-1.8,-19,4,-4,-19,-5,3,23,-23,19
O=C(CCN1C(=O)c2ccccc2C1=O)Nc1nc2ccccc2s1,-15,0.1,-5,4,-2,-25,5,-2,-52,-31,-15
O=C(NCCCCNCCCNC(=O)c1ccccc1)c1ccccc1,-2,0.5,-11,0,0,0,-8,-14,-29,-15,-3
CCOC(=O)CNC(=O)CSc1nnc(SCC(=O)NCC(=O)OCC)s1,-23,-1.3,-5,5,-1,12,1,-8,-18,-3,0
C=CCN(c1ccccc1)S(=O)(=O)c1cccc(C(=O)NC2CCN(Cc3ccccc3)CC2)c1,58*,0.1,0,10,0,15,21,1,3,21,19
CC(C)(C)OC(=O)N1CCC(CC2CC(c3ccncc3)=NO2)(C(=O)O)CC1 (configuration not stated),5,-0.7,-7,-2,-4,-13,-5,-3,-19,1,-1
O=C(Nc1ccccn1)C12CC3CC(C1)CC(C(=O)Nc1ccccn1)(C3)C2,-10,-0.4,4,12,-2,-7,11,-3,-4,-4,5
COc1ccc(C(=O)NC2CCN(C(=S)Nc3ccccc3C)CC2)cc1,-3,-0.7,0,10,-3,-24,0,-5,5,6,10
CC1CCc2sc(C(=O)NCc3ccc(F)cc3)cc2C1 (configuration not stated),-11,0.7,-9,-4,7,0,-3,-5,-11,-7,8
Cc1ccc(Nc2c([N+](=O)[O-])c(=O)n(C)c3ccccc23)cc1,-8,-0.8,8,-8,-2,1,-74,-7,20,0,2
CN(C(=O)COC(=O)CNC(=O)c1sc2ccccc2c1Cl)C1CCS(=O)(=O)C1 (configuration not stated),3,-2.3,-4,6,-1,3,-4,0,-36,-12,4
COc1ccccc1-n1cnc2cc(C(=O)NCC3CCCO3)ccc21 (configuration not stated),0,-0.5,-10,8,-2,-15,1,2,-23,20,6
COc1ccc(N(C(=O)c2cccc([N+](=O)[O-])c2)S(=O)(=O)c2cccs2)cc1,-10,-2.9,-9,-4,-2,-2,5,-5,-20,4,-7
CC1=Nc2cc(C(=O)O)ccc2Sc2ccc(C)cc21,-5,1.6,1,2,4,-12,-2,2,-10,13,-5
CCOc1ccc(S(=O)(=O)N2CCCCC2)cc1NC(=O)CN1C(=O)NC(CC)(c2ccccc2)C1=O (configuration not stated),-2,-3.4,-6,-1,-2,-26,-3,4,-24,0,-1
COc1ccc(NC(=O)CSc2nnc(Cc3cccn3C)n2-c2ccc(OC)cc2)cc1,3,-0.5,-3,11,0,-3,-4,0,-1,12,-1
Cc1cc(/C=N/n2cnnc2)c(C)n1-c1ccc(OCc2ccc(Cl)cc2)cc1,68*,-0.8,-4,-5,-2,16,7,4,30,23,44
CCOc1ccccc1C1CC(c2ccc(F)cc2)Nc2nc(N)nn21 (configuration not stated),8,-0.3,-3,6,2,0,-7,0,9,-2,13
CCCCCCN(CCCCCC)C(=O)Cc1c(-c2ccc(F)cc2)[nH]c2ccccc12,10,0.3,-10,10,4,11,6,6,-5,9,3
O=C(Nc1ccc2c(c1)OCO2)c1ccc(Cl)nc1,-27,-1.8,-8,-1,7,-75,-2,-5,-23,-45,-45
CCC(C)(C)n1nnnc1CN1CCC(O)(c2cccc(C(F)(F)F)c2)CC1,-13,1.5,-5,6,-9,3,4,3,-5,4,42
